SR-BI DiI-HDL act: enhances SR-BI lipid uptake from DiI-HDL; CHO ldlA[mSR-BI] cells, DiI-HDL uptake fluorescence, 3 h; 100 = double the neutral-control signal; activation, % at 12.5 µM; 320,000 tested, 0.096% active; AID 504775;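 active means mean replicate activation of at least 60% and every replicate at or above 60%; inconclusive means mean or all-replicate condition met, but not both; inactive means mean below 60% and not all replicates reaching 60%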;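 further: 0% = median plate neutral-control signal and 100% = twice that signal; values of inactives mirror those of a sister screen read the other way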
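Assay system: CHO ldlA[mSR-BI] cells, LDL receptor-null, SR-BI overexpressing; medium: Ham's F12 with 0.5% BSA, HEPES 25 mM, pH 7.4; also added: DiI-HDL 10 µg/mL; timing: 3 h uptake period with compound, 37 °C; signal: DiI fluorescence, bottom read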
SR-BI DiI inh: inhibitors of mouse SR-BI mediated HDL lipid uptake. 320,000 tested, 0.96% active. AID 488896. inhibition, % at 12.5 µM. ldlA[mSR-BI] CHO cells, DiI-HDL uptake fluorescence, 3 h;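 active means mean replicate inhibition of at least 70% and a set share of replicates each scoring 70 or more; inconclusive means meets just one of the two criteria; inactive means fails both criteria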;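 further: 0% = median of neutral control wells and 100% = median of positive control wells; values of inactives mirror those of a sister screen read the other way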
Target sequence (Q61009 whole entry, looked up): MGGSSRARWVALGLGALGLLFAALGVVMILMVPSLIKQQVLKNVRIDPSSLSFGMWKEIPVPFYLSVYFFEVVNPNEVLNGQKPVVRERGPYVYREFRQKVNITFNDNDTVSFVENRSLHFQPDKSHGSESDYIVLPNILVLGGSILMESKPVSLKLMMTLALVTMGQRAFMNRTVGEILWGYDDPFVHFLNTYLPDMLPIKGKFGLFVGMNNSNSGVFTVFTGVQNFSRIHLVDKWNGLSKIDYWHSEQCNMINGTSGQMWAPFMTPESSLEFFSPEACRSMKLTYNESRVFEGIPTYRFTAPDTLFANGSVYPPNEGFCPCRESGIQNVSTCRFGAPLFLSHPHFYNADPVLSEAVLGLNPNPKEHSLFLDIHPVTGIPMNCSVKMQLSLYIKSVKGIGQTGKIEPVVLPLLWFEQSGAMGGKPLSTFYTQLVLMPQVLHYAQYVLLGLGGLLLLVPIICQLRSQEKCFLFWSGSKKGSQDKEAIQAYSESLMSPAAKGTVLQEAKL
MITF act: MITF TRPM1 promoter activation in melanoma cells; activation, % at 12.5 µM; 300,000 tested, 0.75% active; SK-MEL-5 TRPM1-promoter luciferase, 24 h; % of positive control, neutral wells = 0; AID 588334;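 active means mean activation of at least 80% with every replicate also reaching 80%; inconclusive means mean reaches 80% but some replicate falls short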;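 further: 0% = neutral control wells and 100% = parthenolide positive control wells; values of inactives mirror those of a sister screen read the other way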
AddAB inh: less growth of phage-infected E. coli with AddAB; E. coli expressing H. pylori AddAB, absorbance growth; inhibition, % at 11.9 µM; 330,000 tested, 0.29% active; in the data active means inhibition above about 12%;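 further: 0% = vehicle wells of infected cells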
CAL PDZ FP-1: inhibitors of human CAL PDZ peptide binding; AID 504414; purified CAL PDZ, TMR-peptide fluorescence polarization, 1 h; 330,000 tested, 0.02% active; inhibition, % at 20 µM;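 active means highest replicate inhibition of at least 40%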;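 further: plate controls were DMSO neutral control wells for no effect and unlabeled competitor peptide control wells for full effect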
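Assay system – tagged CAL PDZ protein CerCALP, purified · Timing – 1 h at RT · Compound – single point, 20 µM · Measured by – fluorescence polarization from S- and P-plane intensities, G-factor corrected · Evaluation – inhibition from polarization loss · Probe or stimulus – TMR reporter peptide T*-PRC34 · Buffer or medium – pH 7.4 phosphate-saline buffer, reducing agent, detergent, IgG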
Ecoli viability: bacterial growth inhibition, counter-screen for AddAB inhibitors; E. coli V3065 growth, OD600 absorbance, 18 h; inhibition, % at 11.9 µM; AID 449728; 330,000 tested, 0.27% active;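 active means inhibition above the campaign's mean inhibition across all tested compounds plus 3 SD, cut at about 9.9% in these data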;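 further: uninfected addAB+ strain grown without phage in ampicillin broth; 0% = DMSO wells and 100% = ciprofloxacin 0.95 µg/ml wells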
phage Ecoli inh: E. coli growth loss with phage present. growth absorbance. inhibition, % at 11.9 µM. 360,000 tested, 0.26% active; in the data active means inhibition above about 11%
Wnt act: activators of Wnt/beta-catenin signaling; AID 743398; Wnt/beta-catenin reporter cell assay, activator, plate reader; activation, % at 9.35 µM; 300,000 tested, 1.2% active; in the data active means activation above about 30%, passing the limit was not always enough; inconclusive means no clear call, values can overlap the other calls;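 further: 0% = neutral control wells and 100% = positive control wells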
CAL PDZ FP-2: inhibitors of human CAL PDZ peptide binding | Q9HD26 | purified CAL PDZ, TMR-peptide fluorescence polarization, 1 h | inhibition, % at 24.9 µM | 300,000 tested, 0.92% active | AID 602252;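 active means mean inhibition of at least 30% with at least half of replicates also reaching 30%; inconclusive means no clear call, values can overlap the other calls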;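 further: 0% = DMSO neutral control and 100% = excess unlabeled competitor peptide PRC23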
Tat transport: E. coli Tat transport inhibition. E. coli MC4100 TorA-mCherry Tat export, fluorescence. inhibition, % at 10 µM. 340,000 tested, 0.036% active. AID 488895;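 active means mean replicate inhibition at least 50% and at least half of replicates individually reaching 50%; inconclusive means only one of the two criteria met; inactive means neither criterion met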;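 further: exported cargo escapes ClpAP degradation while cytoplasmic cargo is degraded and loses fluorescence; 0% = median of neutral control wells and 100% = median of NaSCN control wells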
* marks the source's active call; other numbers are inactive results; ? = inconclusive; . = not tested or not shown; & = joins results of further samples.

SMILES	SR-BI DiI-HDL act	SR-BI DiI inh	MITF act	AddAB inh	CAL PDZ FP-1	Ecoli viability	phage Ecoli inh	Wnt act	CAL PDZ FP-2	Tat transport
CCOC(=O)c1cnc2ccc(OC)cc2c1Nc1ccc2c(c1)OCCO2	-16	16	.	-2.4	1.0	1.1	3.5	.	.	3
Cc1ccc2cc(C)c(SCC#N)nc2c1	-20	20	.	2.8	-2.7	-2.8	1.1	-13	-4	3
NC(=O)C1CCCN(C(=S)Nc2cccc3ccccc23)C1 (centres undefined)	-6	6	12	1.8	-2.1	3.2	1.8	1	0	-2
Cc1ccc(C(=O)N/C(=C\c2cn(S(=O)(=O)N(C)C)c3ccccc23)C(=O)NCCN2CCOCC2)cc1	23	-23	-6	.	-1.0	.	1.7	1	-8	3
O=C(COC(=O)c1ccc2ncsc2c1)Nc1ncc(Cl)cc1Cl	10	-10	-8	-0.5	1.1	1.7	3.1	.	1	9
COc1ccc2cc3cc(C(=O)NCc4cccs4)oc3nc2c1	-26	26	.	-0.8	-0.9	-1.9	2.8	-1	-3	-6
Cc1ccc(NC2c3ncccc3C(=O)N2C2CCCCC2)cc1 (centres undefined)	16	-16	1	2.0	-0.3	1.3	2.0	.	.	10
O=C(c1cccs1)N1CCN(CCc2ccccc2)CC1	11	-11	3	0.5	-0.2	1.0	3.0	-7	-2	6
O=C(CSc1nnc2ccc(-c3cccnc3)nn12)Nc1cccc(F)c1	5	-5	6	.	-2.1	.	3.5	-5	-2	0
Nc1ncc(Br)cc1N=Cc1ccccc1	-9	9	62	0.1	0.2	-0.9	1.9	3	-5	1
CCC(C)(C)c1ccc(OCC(=O)Nc2ccncc2)cc1	9	-9	.	3.8	-1.0	4.6	5.2	1	-7	-8
O=C(CCCC1=NS(=O)(=O)c2ccccc2N1)Nc1ccccc1	4	-4	-7	3.2	-2.5	-0.6	3.9	-3	2	1
COc1ccc(CNC(=O)c2noc3c2CCCC3)cc1	25	-25	40	-0.7	-0.9	-2.3	1.3	.	.	-5
CC1(C)CC(=O)c2ccc(OCc3ccc([N+](=O)[O-])cc3)cc2O1	-30	30	.	-1.9	-0.3	-3.7	-1.2	29	0	-4
O=C(CSc1nc(=O)n2cc(Cl)ccc2n1)Nc1cccc2ccccc12	5	-5	-25	.	-2.3	.	3.5	-1	-2	26
COc1ccc(S(=O)(=O)N2CC(C(=O)O)Oc3ccc(CC(=O)O)cc32)cc1 (centres undefined)	5	-5	1	3.3	0.6	3.8	2.5	1	38*	-6
COc1ccc(C(=O)n2nc(-c3ccco3)nc2N)cc1	.	.	18	1.3	-2.3	-0.5	2.5	-5	-3	-8
CCOC(=O)N1CCN(C(=O)c2cc3cc(C)ccc3[nH]2)CC1	26	-26	.	-1.1	-0.7	-2.5	0.0	2	-4	2
O=C(Nc1ccncc1)c1ccc(Cl)c(Cl)c1	-5	5	.	3.7	-2.4	-2.3	4.2	-1	-3	?
COC(=O)c1[nH]c2ccc(C)cc2c1NC(=O)CN1CCCC(C)(C)C1	-15	15	-7	1.2	-0.5	-0.3	1.5	.	-4	-1
COc1ccc2ccn(S(=O)(=O)c3ccccc3)c2c1	-3	3	.	2.9	24	-0.1	3.2	-2	-3	2
CC(C)(C)OC(=O)N/N=C/c1c[nH]c2ccccc12	24	-24	10	0.1	-0.4	-5.1	-2.5	10	-4	0
CCOc1ccc(-c2cccc(NS(=O)(=O)c3cc([N+](=O)[O-])ccc3C)c2)nn1	0	0	0	-4.0	-1.6	1.4	-0.1	-1	-4	2
CCc1c(C)sc(NC(=S)N2CCN(S(C)(=O)=O)CC2)c1C(=O)OC	.	.	-5	1.8	-1.0	-2.9	1.2	-1	-1	-2
CCOc1ccc(NC(=S)NCCN2CCN(Cc3ccccc3)CC2)cc1	14	-14	7	1.9	-0.3	-0.1	2.0	-2	-2	3
CC(=O)c1sc(-c2ccccc2Cl)nc1C	-15	15	4	0.8	-1.2	0.8	4.7	0	-1	-7
CCCc1cc2c(cc1N(C)S(=O)(=O)c1ccccc1)OCO2	-10	10	-2	.	-0.4	.	2.5	1	-5	3
COc1ccc(C(CC(=O)N2CCCC2)C(C)C)cc1 (centres undefined)	2	-2	2	0.2	-1.2	-2.2	1.5	1	2	-5
CC1CC(C)CN(S(=O)(=O)c2ccc3c(c2)oc(=O)n3CC(=O)NCc2cccnc2)C1 (centres undefined)	.	.	-15	5.3	-1.9	1.4	0.4	0	.	-5
CCOc1ccccc1Nc1nnc(C)c(=O)[nH]1	28	-28	.	4.3	-0.7	1.9	2.0	-3	-3	27
COc1ccc(NC(=O)/C(C#N)=C\c2cc(OC)c(OCc3ccc(C(=O)O)cc3)cc2Br)cc1	-5	5	9	0.0	-4.8	0.1	4.9	-2	-5	0
C=CCC1C=C(Cc2ccccc2)CC(CC=C)N1 (centres undefined)	19	-19	20	7.7	-0.2	-1.4	0.8	-1	.	-8
CCOC(=O)C1CCN(C(=O)Cn2cc(C(=O)c3ccco3)c3ccccc32)CC1	-5	5	16	0.2	-2.6	1.7	3.3	-5	-1	-2
Oc1ccc2ccccc2c1/C=C/c1ccc2c(Br)cc(Br)c(O)c2n1	-47	47	.	.	-0.4	.	0.3	-1	-4	-5
CCC1CCc2sc(C(=O)N3CCCN(C)CC3)cc2C1 (centres undefined)	.	-15	23	1.3	-0.6	1.4	-0.1	2	.	-13
COc1cc(CCCN2C(=O)C(=O)NC[C@@H]2c2ccccc2)cc(OC)c1OC	-7	7	-8	1.7	2.1	2.7	2.9	-1	0	-5
COc1ccccc1NC(=O)COC(=O)Cn1cnc2c1c(=O)n(C)c(=O)n2C	1	-1	2	0.2	0.7	1.1	1.1	2	.	-6
O=C(COC(=O)c1ccc(Br)cc1)NCc1ccccc1	-6	6	11	5.6	-0.7	-0.2	4.5	.	3	3
Cc1cccc2c(=O)n3c(nc12)CCCCC3	-12	12	.	-2.2	-0.5	-2.3	2.4	0	.	-4
CCC(=O)Nc1c(-c2ccc(C)cc2)c(=O)c2ccccc2n1C	31	-31	1	.	0.4	.	0.6	4	-3	1

Ordered by formula weight (rising): part of the list above
SMILES	SR-BI DiI-HDL act	SR-BI DiI inh	MITF act	AddAB inh	CAL PDZ FP-1	Ecoli viability	phage Ecoli inh	Wnt act	CAL PDZ FP-2	Tat transport
CCC1CCc2sc(C(=O)N3CCCN(C)CC3)cc2C1 (centres undefined)	.	-15	23	1.3	-0.6	1.4	-0.1	2	.	-13
O=C(COC(=O)c1ccc(Br)cc1)NCc1ccccc1	-6	6	11	5.6	-0.7	-0.2	4.5	.	3	3
COc1cc(CCCN2C(=O)C(=O)NC[C@@H]2c2ccccc2)cc(OC)c1OC	-7	7	-8	1.7	2.1	2.7	2.9	-1	0	-5

Additional results
SMILES	SR-BI DiI-HDL act	SR-BI DiI inh	MITF act	AddAB inh	CAL PDZ FP-1	Ecoli viability	phage Ecoli inh	Wnt act	CAL PDZ FP-2	Tat transport
O=C(NCc1ccco1)C(=O)NCC1OCCN1S(=O)(=O)c1ccccc1 (centres undefined)	6	-6	.	-1.1	-0.6	0.5	1.5	2	.	-3
CSc1nnc2ccc(-c3ccc(C)cc3)nn12	-18	18	15	1.2	-5.6	0.7	1.2	6	-1	-6
C=CCn1c(SCC(=O)N2CCc3ccccc3C2)nc2sc(C)c(C)c2c1=O	-10	10	5	-0.5	-0.7	-0.8	-0.1	0	-3	16
O=C(Cc1ccccc1)NNS(=O)(=O)c1ccccc1[N+](=O)[O-]	12	-12	3	3.6	-1.0	0.3	2.7	3	-6	-6
C=CCN1c2ccccc2[C@]23C[C@@H](C(=O)OC)N(C(=O)C4CCC4)C2=NC(C(=O)OC)=C(C(=O)OC)[C@H]13	16	-16	6	4.1	-0.5	-1.4	3.6	-3	-3	11
Cc1ccc(S(=O)(=O)N(C)CC(=O)N2CCOCC2)cc1	4	-4	.	0.3	-2.1	-0.2	2.1	-1	-1	-4
COc1ccc(NC(=S)N(CCCN2CCN(C)CC2)Cc2cccs2)cc1	26	-26	-12	2.1	-0.1	3.1	2.6	.	.	9
CCOc1ccccc1C1CC(=O)Nc2cc(OC)c(OC)c(OC)c21 (centres undefined)	37	-37	-2	4.7	-0.3	0.7	-0.7	.	.	-2
N#C/C(=C\c1ccc(Cl)cc1)C(=O)NC1CC1	-3	3	4	5.0	-1.6	2.6	3.9	4	-7	4
CCCN(CCC)C(=O)Cn1c(=O)n(CCC(=O)NCCc2ccccc2)c(=O)c2ccccc21	-12	12	.	1.3	0.4	-0.6	3.2	-4	-1	7

Structural class, the compounds so far with a cyano group (three)
SMILES	SR-BI DiI-HDL act	SR-BI DiI inh	MITF act	AddAB inh	CAL PDZ FP-1	Ecoli viability	phage Ecoli inh	Wnt act	CAL PDZ FP-2	Tat transport
Cc1ccc2cc(C)c(SCC#N)nc2c1	-20	20	.	2.8	-2.7	-2.8	1.1	-13	-4	3
COc1ccc(NC(=O)/C(C#N)=C\c2cc(OC)c(OCc3ccc(C(=O)O)cc3)cc2Br)cc1	-5	5	9	0.0	-4.8	0.1	4.9	-2	-5	0
N#C/C(=C\c1ccc(Cl)cc1)C(=O)NC1CC1	-3	3	4	5.0	-1.6	2.6	3.9	4	-7	4

(listing goes on)
SMILES	SR-BI DiI-HDL act	SR-BI DiI inh	MITF act	AddAB inh	CAL PDZ FP-1	Ecoli viability	phage Ecoli inh	Wnt act	CAL PDZ FP-2	Tat transport
N#Cc1c(NC(=O)/C=C/C(=O)O)sc2c1CCN(Cc1ccccc1)C2	-11	11	4	0.5	-1.1	0.6	-2.2	3	-2	-11
COc1cc(N=Nc2cccc(S(N)(=O)=O)c2)c2ccccc2c1N	-69	69	-71	1.7	2.2	-1.7	2.1	26	-1	-9
CCN(CC)Cc1cc(Nc2ccnc3cc(Cl)ccc23)ccc1O	7&13	-7&-13	-4&-7	1.1&1.8	-0.3&-0.4	-0.3&0.8	3.6&4.9	-4&-2	-2&-1	16&-6
CCOC(=O)C1=C(C)N(c2ccccc2)C(=O)/C1=C\c1ccc(O)c(OC)c1	14	-14	9	0.7	-0.5	-0.7	0.5	13	4	-7
CCc1noc(C)c1C(=O)Nc1nc(-c2ccccc2)cs1	-29	29	79	1.4	-2.9	1.9	1.7	0	-2	5
CC1=C/C(=N\OC(=O)/C=C/c2ccccc2)C(C)=CC1=O	10	-10	-7	1.9	-0.1	-0.4	2.6	1	-4	-5
Clc1cccc(Cl)c1NC1=NCCC1	-16	16	10	0.7	-0.6	2.2	3.3	-3	15	-8
CCOC(=O)COc1ccc(Oc2nc(C)cc(OC)n2)nn1	22	-22	-12	0.2	-0.9	-0.4	3.5	-3	-1	6
CN1CCC(N(C)C(=O)c2ccc(Cl)c(S(=O)(=O)Nc3ccc(Cl)cc3)c2)CC1	12	-12	5	.	-1.4	.	4.2	-2	5	-1

An unsorted share of the library. Share with any hit: about 3.6%.
